Assay outcomes deposited in PubChem BioAssay by National Center for Advancing Translational Sciences (NCATS).
PKM2 act: activators of human pyruvate kinase M2 | P14618 | purified PKM2, Kinase-Glo ATP luminescence, activation; response scale: 0% is enzyme alone, no compound | Potency, µM (series often up to 57.5 µM), inactives show at the highest dose activation, actives largely listed as activators | 0.34% of 260,000 active; further: potency means the concentration at half of the fitted maximal effect; on the % scale 0 is the no-effect control and ±100 the full control effect; nearly all actives have a fitted effect of over 55% in size
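Purified hPK-M2 (>95%) run at intermediate activity with 0.1 mM ADP and 0.5 mM PEP in 50 mM imidazole pH 7.2, KCl, MgCl2; 1 h room temperature. ATP formed read by Kinase-Glo luminescence; normalized to uninhibited and no-enzyme controls.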
Menin-MLL TR inh: inhibitors of human menin-MLL interaction, mutant MLL peptide; 0.23% of 270,000 active; Potency, µM (series often up to 61.6 µM), for the others: at the highest dose FP activity change, negative = inhibition, most hits filed as inhibitors; Menin + Texas Red MLL mutant peptide, fluorescence polarization; O00255; active means well fitted inhibition curve with a large enough effect in the polarisation, with a control signal flat, not every such curve was filed as active; inconclusive means small, poorly fitted or top-dose-only effect, or effect the other way, or a change in a side signal; inactive means no such curve, though single readings can be large or run the other way; the % refers to the polarisation; further: potency means the concentration at half of the fitted maximal effect; % of control where 0% means no effect; many of its hits are not listed in these tables
Eya2 inh: inhibitors of human Eya2 phosphatase activity; recombinant Eya2, OMFP fluorescence dephosphorylation (OMFP is methylfluorescein phosphate); Potency, µM (highest dose often 76.9 µM), inactives show top-dose activity, negative = inhibition, most hits filed as inhibitors; 0.006% of 330,000 active; AID 488837; further: potency means the concentration at half of the fitted maximal effect; on the % scale 0 is the no-effect control and ±100 the full control effect
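Eya2 (0.2 uM) preincubated 10 min at ambient with compound, then OMFP substrate added at 50 uM; 10 min reaction in 50 mM HEPES pH 7.5, 50 mM NaCl, 5 uM MgCl2, 0.05% BSA, 1 mM DTT. Fluorescence read at Ex 485/Em 525 nm.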
BCR signal inh: blocks chronic active B-cell receptor signaling. ABC-DLBCL IkBa-CBG/CBR reporter, luminescence ratio, 4 h. Potency, µM (doses to about 46.1 µM), without a hit: at the top dose ratio change, negative = lower green/red ratio, most hits filed as inhibitors. 0.05% of 340,000 active. AID 493014; active means well fitted inhibition curve with a large enough effect in the signal ratio, with a control signal flat, not every such curve was filed as active; inconclusive means small, poorly fitted or top-dose-only effect, or effect the other way, or a change in a side signal; the % refers to the signal ratio;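 further: potency means the concentration at half of the fitted maximal effect; plate controls were basal doxycycline-induced cells for no effect and cells given 10 µM MG132 for full effect; MG132 reads +100%, hits lower the ratio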
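Concentration-response series (up to 46 uM) were applied to TMD8 dual-reporter cells for 4 h at 37C with doxycycline. Green/red ratio, after filter-overlap correction, defined %Activity; red signal alone was normalised to basal cells and zero luminescence.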
GALK inh: inhibitors of human galactokinase; Potency, µM (doses to about 57.5 µM), for the others: at the highest dose activity change, negative = inhibition, hits mostly inhibitors; P51570; Purified GALK, Kinase-Glo residual ATP luminescence; 0.007% of 270,000 active; further: potency means the concentration at half of the fitted maximal effect; on the % scale 0 is the no-effect control and ±100 the full control effect
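Human GALK (5 nM) with 35 uM ATP and 100 uM galactose in 20 mM HEPES pH 8.0, 5 mM MgCl2, 60 mM NaCl, 1 mM DTT, 0.01% BSA. After 1 h at room temperature, leftover ATP was read by Kinase-Glo Plus luminescence.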
KCNH2 WT inh: KCNH2 (human, wildtype) channel inhibition | Q12809 | U2OS, BacMam KCNH2, thallium flux FluxOr; stronger effect = lower value | activity change, % at 1.84 µM | 0.37% of 340,000 active;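 active means maximum activity change below -70%; inconclusive means maximum activity change between -70% and -50%; inactive means maximum activity change above -50%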; further: on the % scale 0 is the no-effect control and ±100 the full control effect
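U2OS cells transduced with wild-type KCNH2 virus are loaded with FluxOr dye for 45 min, and thallium flux is measured in kinetic reads before and after stimulation buffer. Rate constants are normalized to DMSO controls.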
MBNL1 CUG block: inhibitors of human MBNL1 binding to CUG repeat RNA; AID 2675; TR-FRET MBNL1-His/biotin-(CUG)12 binding, 665/545 ratio; Q9NR56; 0.036% of 280,000 active; Potency, µM (highest dose often 57.5 µM), without a hit: top-dose activity change, negative = inhibition, actives largely listed as inhibitors; active means well fitted inhibition curve with a large enough effect in the signal ratio, with a control signal flat, not every such curve was filed as active; inconclusive means small, poorly fitted or top-dose-only effect, or effect the other way, or a change in a side signal; inactive means no such curve, though single readings can be large or run the other way; the % refers to the signal ratio; further: potency means the concentration at half of the fitted maximal effect; on the % scale 0 is the no-effect control and ±100 the full control effect
Target sequence (Q9NR56 whole entry, looked up): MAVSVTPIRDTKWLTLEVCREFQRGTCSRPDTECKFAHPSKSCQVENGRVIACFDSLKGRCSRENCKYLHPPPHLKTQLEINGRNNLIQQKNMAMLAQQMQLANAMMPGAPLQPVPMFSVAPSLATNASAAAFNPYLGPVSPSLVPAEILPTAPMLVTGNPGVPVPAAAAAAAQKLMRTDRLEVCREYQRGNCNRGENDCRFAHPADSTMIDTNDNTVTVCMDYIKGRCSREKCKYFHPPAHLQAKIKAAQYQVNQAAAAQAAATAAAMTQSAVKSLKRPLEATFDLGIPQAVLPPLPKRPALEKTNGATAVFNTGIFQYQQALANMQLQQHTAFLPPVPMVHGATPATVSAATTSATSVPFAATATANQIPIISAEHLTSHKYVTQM
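Compounds (final 92 nM to 58 uM) are added to His-tagged MBNL1 and biotin-(CUG)12, then terbium anti-His antibody and streptavidin-XL665 (5 nM final). After 60 min at room temperature, the 665/545 nm ratio is read.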
Mito fusion yeast: blocks mitochondrial division or promotes mitochondrial fusion; 0.23% of 320,000 active; S. cerevisiae fusion-defective mutant growth rescue, CellTiterGlo 48 h; Potency, µM (highest dose often 46.1 µM), without a hit: at the top dose growth rescue (activation), usual class: activators;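 further: potency means the concentration at half of the fitted maximal effect; % of control where 0% means no effect; nearly all actives have a fitted effect of over 45% in size; temperature-sensitive fusion mutants such as fzo1-1 at 37 °C on non-fermentable ethanol glycerol medium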
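Temperature-sensitive fusion-defective S. cerevisiae (e.g. fzo1-1, mgm1-5) were grown with compound in YPEG medium (3% ethanol, 3% glycerol) for 48 hours at 37C. Growth rescue was measured as viability by CellTiterGlo luminescence after 10 minutes at ambient.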
USP2a block: USP2a (human) protease inhibition; Potency, µM (series often up to 38.3 µM), for the others: top-dose activity change, negative = inhibition, usual class: inhibitors; AID 463254; O75604; 0.01% of 330,000 active; USP2 core, Ub-CHOP2 coupled fluorogenic reporter, 485/531;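 further: potency means the concentration at half of the fitted maximal effect; plate controls were DMSO wells for no effect and full inhibition by NEM control for full effect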
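USP2 core (10nM final) preincubated 30min RT with compound in 20mM Tris-HCl pH 8.0, 2mM CaCl2, 2mM beta-mercaptoethanol, 0.05% CHAPS; 25nM Ub-CHOP2 plus 25nM reporter substrate added, fluorescence (Ex485/Em531) read after 60min.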
ASM inhibitor: blocks human secretory acid sphingomyelinase | P17405 | placental ASM, HMU-PC fluorogenic substrate, 60 min | Potency, µM (doses to about 57.5 µM), without a hit: at the highest dose activity change, negative = inhibition, most hits filed as inhibitors | 0.006% of 340,000 active | AID 504937; further: potency means the concentration at half of the fitted maximal effect
Target sequence (P17405 47-631 limits assumed): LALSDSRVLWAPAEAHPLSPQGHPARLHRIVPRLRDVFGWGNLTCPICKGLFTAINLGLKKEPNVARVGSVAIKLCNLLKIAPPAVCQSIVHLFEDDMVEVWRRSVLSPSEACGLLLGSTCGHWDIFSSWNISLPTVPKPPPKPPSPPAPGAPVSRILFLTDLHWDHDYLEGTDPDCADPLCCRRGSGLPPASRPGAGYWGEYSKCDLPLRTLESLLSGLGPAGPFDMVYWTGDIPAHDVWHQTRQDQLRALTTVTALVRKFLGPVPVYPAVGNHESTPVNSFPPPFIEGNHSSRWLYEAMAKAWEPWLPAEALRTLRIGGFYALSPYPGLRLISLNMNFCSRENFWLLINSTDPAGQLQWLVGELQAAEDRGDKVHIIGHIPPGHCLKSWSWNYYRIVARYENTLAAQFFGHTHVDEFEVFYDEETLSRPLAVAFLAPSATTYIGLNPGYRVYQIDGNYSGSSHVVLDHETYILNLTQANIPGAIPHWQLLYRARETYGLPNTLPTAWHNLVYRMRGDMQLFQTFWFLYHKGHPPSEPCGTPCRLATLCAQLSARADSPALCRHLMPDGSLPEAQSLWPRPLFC
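Fluorogenic HMU-PC substrate (9 uM final) is turned over by placental ASM in 60 min at 37 C after a 10 min compound preincubation. Reaction ended by alkaline stop (pH 10), with fluorescence read at 386/447 nm.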
TSHR antag: antagonists of human thyroid stimulating hormone receptor. P16473. TSHR-expressing cells, TSH-stimulated cAMP HTRF, 2 h; stronger effect = lower value. activity change, negative = inhibition, % at 11.5 µM. 0.2% of 330,000 active. AID 504810;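 active means activity change below a set negative limit, meaning inhibition stronger than a set level, cut at about -70% in these data; inconclusive means activity change between two set negative limits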; further: on the % scale 0 is the no-effect control and ±100 the full control effect
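TSHR-expressing cells were treated with compounds, then stimulated with TSH at EC80 (4nM final) for 2 hours at 37 deg C. Cellular cAMP was measured by HTRF competition between lysate cAMP and cAMP-d2 for a cryptate-labelled anti-cAMP antibody.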
* = called active by the depositor; ? = inconclusive; . = not tested or not shown; [ ] = remark or other dose. Unless noted, the call rests on the fitted dose curve; in most records, active means well fitted curve in the direction sought with a large enough effect; inconclusive means small, poorly fitted or top-dose-only effect, or another doubt; inactive means no such curve, though single readings can be large; an effect the other way counts as inactive or inconclusive. Some of the compounds tested; rates above refer to the full screens.

SMILES	PKM2 act	Menin-MLL TR inh	Eya2 inh	BCR signal inh	GALK inh	KCNH2 WT inh	MBNL1 CUG block	Mito fusion yeast	USP2a block	ASM inhibitor	TSHR antag
O=C(O)CCn1cc(C=C2C(=O)NC(=S)NC2=O)c(-c2cc3ccccc3oc2=O)n1	21%	11%	6%	10%	-3%	-6	16%	4%	8%	-4%	8
O=C(c1cc([N+](=O)[O-])ccc1N1CCNCC1)N1CCOCC1	-3%	-6%	-1%	-6%	-5%	-3	30%	-1%	-1%	-3%	17
Cc1ccc(C)c(OCc2cc(C(=O)N3C[C@H]4C[C@@H](C3)c3cccc(=O)n3C4)no2)c1	1%	-1%	1%	0%	4%	-13	-4%	-1%	0%	3%	25
Oc1cc2c(cc1CN1CCN(c3ccccc3)CC1)CCC2	1%	-1%	4%	3%	0%	-9	-8%	11%	-1%	-1%	-9
COc1ccc(Br)cc1CNCCc1cccc(Cl)c1	11%[11.5 µM]	-10%	-2%	?	7%	43	-3%	-14%	0%	0%	-2
CN1CCN(c2ccc([N+](=O)[O-])c(N3CCCCC3)c2)CC1	-6%	5%	3%	?	4%	15	?	-12%	1%	-12%	0
Cc1cccc(N2C(=O)NC(=O)/C(=C\c3cnc(-c4ccccc4)nc3)C2=O)c1	-8%	?	13%	8%	-2%	-1	3%	2%	13%	-3%	30
COc1ccc(NC(=O)CN2C3CCC2CC(O)(c2cccnc2)C3)cc1OC (centres undefined)	-16%	1%[11.7 µM]	-5%	-8%	0%	-6	-4%	-3%	-6%	1%	-6
CCn1c(=O)n(CC(=O)N2CCC3(CC2)OCCO3)c(=O)c2ccccc21	-5%	0%	-6%	-3%	0%	-4	0%	1%	-1%	1%	-8
CCOP(=S)(NN(Cc1ccccc1)C(=O)c1ccccc1)OCC	-2%	0%	-4%	7%	-3%	-46	?	11%	0%	1%	12
COP(=O)(OC)C(NS(=O)(=O)c1ccccc1)C(Cl)(Cl)Cl (centres undefined)	0%	10%	-18%	0%	0%	10	-16%	0%	1%	1%	4
CN1CCN(c2ccc(N)cc2)CC1	-8%	-1%	-31%	?	-1%	4	?	0%	0%	-1%	-14
CCCn1nc2ccccc2c1P(=O)(N1CCOCC1)N1CCOCC1	0%	3%	-1%	-2%	4%	1	1%	-4%	4%	0%	-2
CCN(CC)C(=O)c1ccc(NC(=O)c2cn(-c3ccccc3)nc2-c2ccc(OC)cc2)cc1	-6%	.	0%	0%	8%	-6	-5%	2%	1%	-15%	-11
COc1ccc(C)cc1NC(=O)c1c(C)nn(Cc2ccccc2)c1Cl	0%	1%	-2%	?	2%	-7	-6%	-5%	-5%	-5%	-20
Nc1ccc(CCN2CCN(c3cccc(C(F)(F)F)c3)CC2)cc1	.	5%	4%	.	.	9	.	9.2µM*	.	-1%	-11
Cc1nn(Cc2ccccc2Cl)c(Cl)c1C(=O)OC(C(=O)NC(N)=O)C(C)C (centres undefined)	-2%	0%	-8%	0%	-2%	0	-6%	0%	-3%	1%	-8
Cc1cc(C(=O)CN2C(=O)c3ccccc3C2=O)c(C)n1C1CC1	-9%	?	17%	?	1%	15	14%	5%	0%	-2%	32
Cc1cc(C=C2C(=O)N(C)C(=S)N(C)C2=O)c(C)n1C1CCCC1	2%	22%	5%	14%	-3%	-4	11%	6%	1%	-12%	-3
COc1ccc(/C=C2\SC(=S)N(C(C)C(=O)NC3C=CS(=O)(=O)C3)C2=O)cc1 (centres undefined)	.	15%	-6%	?	1%	-18	?	5%	2%	-23%	-13
Cc1cc(C(=O)NP(=O)(N2CCOCC2)N2CCOCC2)c(C)n1C1CC1	-28%	.	-13%	4%	0%	8	-5%	3%	-1%	0%	-24
Cc1c(C(=O)NCCSCc2ccc(Cl)cc2Cl)cccc1[N+](=O)[O-]	-15%	16%	-11%	?	-1%	21	5%	14%	-7%	-9%	-22
O=C(NNc1ccccn1)c1ccccc1CC[N+](=O)[O-]	.	1%	1%	?	16%	-3	12%	4%	0%	4%	-1
Clc1ccc(N2CCN(Cc3ccccc3Cl)CC2)cc1	9%	0%	-1%	0%	4%	17	-9%	11%	0%	0%	-4
COc1ccc(F)cc1C(=O)C1CCCN(Cc2ccc(O)cc2)C1 (centres undefined)	0%[11.5 µM]	-6%	-16%	-13%	-1%	9	-2%	-4%	-1%	1%	4
CCCCCn1c(Sc2ccccc2)nc2c1c(=O)[nH]c(=O)n2C	-4%	-20%	-16%	-1%	2%	-2	?	12%	1%	-3%	-2
COC(=O)C(C)NC(=S)N1CC2C[C@@H](C1)Cn1c2cccc1=O (some centres undefined)	.	6%	15%	3%	0%	0	-1%	5%	2%	-4%	-6
O=C(CN1CCCCC1)c1cccc(Br)c1	5%	-11%	0%	?	3%	4	1%	1%	6%	2%	6
O=C1CC(C(=O)N2CCC3(CC2)OCCO3)CN1CCc1ccccc1 (centres undefined)	1%	-18%	5%	2%	-4%	0	-9%	0%	-2%	2%	-15
CCc1ccccc1N1C(=O)NC(=O)/C(=C\c2cc(C)n(C)c2C)C1=O	-9%	8%	-17%	-3%	2%	-10	20%	-9%	-2%	2%	2
CCC(=O)CC(c1ccccc1)c1c(O)c2ccccc2sc1=O (centres undefined)	0%	7%	-5%	?	1%	-2	-14%	26%	-1%	-3%	2
COc1ccc(CNCCc2ccccc2F)c(OC)c1C	1%	-16%	0%	-1%	1%	4	-3%	-10%	2%	0%	-6
CCCOc1ccccc1NP(=O)(Oc1ccccc1)Oc1ccccc1	.	?	-12%	?	0%	10	-6%	2%	-1%	-12%	-6
CCNC(=O)NC(=O)C(C)OC(=O)c1c(C)nn(Cc2ccccc2Cl)c1Cl (centres undefined)	0%	?	4%	?	0%	-16	3%	3%	-1%	.	4
O=c1c2ccccc2nc(-c2ccccc2)n1-c1cccnc1	3%	20%	22%	12%	1%	-3	-13%	1%	7%	1%	1
COc1ccc(/C=C2\Sc3ccc(C(=O)NCc4cccnc4)cc3N(C)C2=O)cc1OC	10%	38%[activator]	-10%	.	-3%	-2	?	-8%	-10%	14%	-18
CCC(C)N1CCN(C(=O)COc2ccc3ccccc3c2)CC1 (centres undefined)	5%	-6%	3%	-3%	-4%	12	7%	-9%	5%	0%	-11
CCCCCCn1c(O)c(C=NC2CCCCC2N)c(=O)[nH]c1=O (centres undefined)	-5%	-14%	2%	-1%	3%	-8	4%	-5%	0%	-1%	-8
CCN1CCN(c2nc3ccccc3s2)CC1	-3%	2%	-1%	?	.	6	2%	2%	3%	3%	-7
Cc1nc2ccccc2n1C1CCN(Cc2nnnn2CCc2ccccc2)CC1	-3%	-8%	-1%	?	3%	-23	6%	0%	-1%	-2%	-6
O=c1c2ccccc2nc(CN2CCOCC2)n1-c1ccccc1F	-1%	-12%	-5%	3%	-3%	7	-6%	1%	0%	0%	3
O=C(Nc1ccccc1)OC1CN=C(N[N+](=O)[O-])NC1 (centres undefined)	2%	4%	9%	0%	0%	-8	.	-1%	2%	3%	0
CC1=CC(=C2C(=O)NC(=S)NC2=O)C=C(C(F)(F)F)N1Cc1ccccc1	8%	?	-22%	?	-1%	-2	1%	?	2%	-1%	-8
CC(Cc1cccs1)NCc1ccccc1 (centres undefined)	-9%	-28%	6%	11%	5%	-9	-1%	-5%	-1%	1%	-1
